Compound activity (PubChem BioAssay)
NR2E3 ag-1: inhibitors of NR2E3-RetCOR corepressor binding, primary screen, NR2E3 agonist project, biochemical, TR-FRET, GST-NR2E3, biotin-RetCOR; 1536-well; AID 2300, 2010; Photoreceptor-specific nuclear receptor (Homo sapiens), Q9Y5X4; actives 0.12% (n = 320,000); inhibition of corepressor binding, % at 4.78 µM;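 active = percent inhibition above the cutoff of mean plus 3 SD of all tested compounds, set per screening campaign, cut at about 20% in these data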;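 also: 0% = DMSO wells and 100% = biotin wells as full block of FRET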
Target sequence (Q9Y5X4 whole entry, looked up): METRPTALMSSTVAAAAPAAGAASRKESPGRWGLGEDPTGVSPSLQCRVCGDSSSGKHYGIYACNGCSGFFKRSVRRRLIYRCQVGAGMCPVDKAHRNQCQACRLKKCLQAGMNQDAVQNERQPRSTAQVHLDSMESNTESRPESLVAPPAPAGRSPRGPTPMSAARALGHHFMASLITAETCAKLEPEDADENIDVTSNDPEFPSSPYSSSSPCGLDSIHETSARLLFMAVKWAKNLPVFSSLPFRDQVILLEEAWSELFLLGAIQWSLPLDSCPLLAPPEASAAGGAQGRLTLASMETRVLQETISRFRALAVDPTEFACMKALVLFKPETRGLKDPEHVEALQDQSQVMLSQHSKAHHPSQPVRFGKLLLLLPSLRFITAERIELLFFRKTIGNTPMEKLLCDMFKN
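Assay system: NR2E3–RetCOR corepressor complex. Quantity: 1.35 nM GST-NR2E3. Buffer or medium: pH 7.5 Tris-based buffer. Reagent: biotinylated RetCOR corepressor at 7 nM final. Schedule: 5 h at 4 °C. Detection: TR-FRET, emission read at 617 and 671 nm. Replicates: one well per compound, singlicate testing.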
MITF TRPM1 inh: inhibitors of MITF-dependent TRPM1 promoter reporter, primary screen, cell-based, SK-MEL-5, single point, luciferase; AID 488899, 2010; SK-MEL-5 TRPM1 promoter luciferase, 24 h; actives 0.83% (n = 330,000); inhibition, % at 12.5 µM;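 active = mean inhibition across replicates of 60% or more, whatever share of single replicates reaches that level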; also: values of inactives mirror those of a sister screen read the other way
TWEAK-Fn14 inh: inhibitors of TWEAK-Fn14 signaling, primary screen, luciferase reporter cells, uHTS; inhibition, % at 10 µM; TWEAK-stimulated Fn14 reporter cells, luciferase luminescence, 8 h; actives 2% (n = 360,000); in the data active = inhibition above about 50%
HIF-2a inh: HIF-2a reporter inhibitors, primary screen, luminescence, 786-0 RCC cells; 786-0 RCC cells HIF-2a reporter, luciferase luminescence, overnight; inhibition, % at 18.8 µM; actives 0.72% (n = 360,000); AID 624352, 2012;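 active = inhibition of the luminescence signal of 40% or more relative to plate controls, in a single-dose primary screen at 18.75 µM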
TRAIL sens C8: viability loss with TRAIL in NB7+C8 cells, primary screen, TRAIL sensitizer project, cell-based, ATPlite luminescence; inhibition (viability loss, TRAIL sensitization), % at 10 µM; actives 1% (n = 360,000); AID 624354, 2012;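 active = compounds causing at least 50% loss of cell viability in the single-dose screen, relative to plate controls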
CF NFkB block: inhibitors of PAF-induced NF-kB signaling, primary screen, cell-based, GFP fluorescence, uHTS; KKLEB NF-kB-GFP reporter, GFP fluorescence overnight; inhibition, % at 5 µM; actives 0.86% (n = 360,000);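 active = at least 50% inhibition at 5 µM, scaled per plate between neutral and stimulator controls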;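 also: PAF is a Pseudomonas aeruginosa culture filtrate used as stimulus; plate controls were PAF-stimulated DMSO wells for no effect and unstimulated DMSO wells for full effect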
TROY NFkB inh: inhibitors of TROY-driven NF-kB signaling, primary screen, Q293 LMP1-TROYcd cells, NF-kB luciferase, uHTS; Q293 LMP1-TROYcd NF-kB luciferase reporter, 4 h; inhibition, % at 10 µM; actives 0.98% (n = 360,000); AID 1347056, 2019;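 active = compounds whose plate-normalised and pattern-corrected inhibition of the luciferase reporter signal at the single screening dose is 50% or more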
Peg3 prom inh: Peg3 promoter-driven luciferase inhibitors, primary screen, cell-based, HeLa, luciferase luminescence | HeLa PEG-Prom luciferase reporter, overnight | inhibition, % at 20 µM | actives 1.7% (n = 360,000) | AID 588405, 2011;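 active = inhibition of at least 50% at 20 µM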
KKLEB tox: cytotoxicity in KKLEB CF airway cells, primary screen, cytotoxicity control for CF NF-kB inhibitor project, cell-based, uHTS, fluorescence assay plates; KKLEB CF airway cells viability, ATPlite luminescence, overnight; hits give low values; cells stimulated with P. aeruginosa culture filtrate; activity change (cytotoxicity), % at 5 µM; actives 0.36% (n = 360,000);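 active = corrected activity change at or below -50% at 5 µM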
NR2E3 ag-2: NR2E3 agonists in two-hybrid cells, primary screen, cell-based, luminescence, CHO-S, Gal4-NCOR/VP16-NR2E3. inhibition of corepressor binding, % at 3.98 µM. luciferase. AID 602229, 2012. actives 0.35% (n = 360,000). Photoreceptor-specific nuclear receptor (Homo sapiens), Q9Y5X4;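 active = inhibition above the mean of all tested compounds plus 3 SD, cut at about 70% in these data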;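 also: 0% = DMSO with NR2E3 transfected cells and 100% = cells lacking NR2E3 construct; higher means lower luciferase signal from less NR2E3 corepressor binding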
Shn3 3UTR inh: reduction of Shn3 3'UTR firefly luciferase signal, primary screen, Schnurri-3 inhibitor project, cell-based, Clone20 osteoblasts, set 2; Clone20 osteoblast Shn3 3'UTR firefly luciferase, 24 h; inhibition, % at 12.5 µM; actives 0.52% (n = 360,000);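 active = mean inhibition of at least 75% with every replicate also reaching 75%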;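 also: 0% = median of neutral control wells and 100% = pilot-screen positive control compound; some compounds past the cut are filed as inactive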
Active calls of the source: *; / = not tested or not shown. A portion of the library, so the mix of outcomes need not match the whole.

SMILES	NR2E3 ag-1	MITF TRPM1 inh	TWEAK-Fn14 inh	HIF-2a inh	TRAIL sens C8	CF NFkB block	TROY NFkB inh	Peg3 prom inh	KKLEB tox	NR2E3 ag-2	Shn3 3UTR inh
Cc1ccc(-c2ccc(CCC(=O)O)n2Cc2ccco2)cc1	4	5	26	-10	-2	9	18	3	-1	-3	2
CCNC(=O)CSc1nc2cc([N+](=O)[O-])ccc2n1-c1cccc(C(F)(F)F)c1	-2	-4	-28	23	10	-10	15	21	-6	4	-3
COc1cc(-c2cc3nc(NCc4cccc(Cl)c4)ccn3n2)cc(OC)c1OC	/	/	65*	-46	20	-90	42	25	-4	1	6
CN(C)C(=O)CSc1cnc2ccccc2n1	2	11	17	11	-3	-4	10	5	-7	-4	4
COc1ccc(/C=C(/C#N)C(=O)NC2CCCCC2)cc1Br	-1	2	-1	9	19	22	-18	-4	-9	-5	19
CCN(C(=O)c1ccc(C)c(Br)c1)c1ccccc1	0	8	9	16	0	-4	4	23	10	6	4
O=C(O)c1ccccc1C(=O)NCCCCCCNC(=O)c1ccccc1C(=O)O	0	2	5	15	-5	-1	16	8	0	-9	15
O=C(c1noc2c1CCCC2)N1CCc2c([nH]c3ccccc23)C1c1ccccn1 (configuration not stated)	0	16	-64	-31	-3	3	-17	-17	18	-8	4
CCN(CC)C1CCN(C(=O)c2cc(COc3ccccc3SC)on2)C1 (configuration not stated)	0	-4	-15	-22	-12	10	2	-20	-8	16	-22
Cc1cnc(C(=O)OC(C)C(=O)Nc2ccc3c(c2)OCCO3)cn1 (configuration not stated)	1	2	4	-2	-3	13	-24	21	-6	4	6
CC(=O)Nc1nc2c(s1)C(=O)NCC(C)(C)C2	2	/	31	13	4	-6	16	13	9	-6	-3
N#C/C(=C\c1cccn1-c1ccccc1)C(=O)NC1CCCCC1	2	14	28	20	-12	29	8	27	-14	-44	3
O=C(C1CCN(c2nnc(N3CCCC3=O)s2)CC1)N1CCN(c2cccc(C(F)(F)F)c2)CC1	1	0	19	15	4	2	0	8	14	11	8
CCOc1ccc(S(=O)(=O)Nc2ccc(C(=O)N3CCC3)cc2)cc1	1	10	-3	16	-2	-22	8	19	13	5	15
O=C(CSc1ccc([N+](=O)[O-])cc1)Nc1ccccc1N1CCOCC1	/	/	-19	10	-3	-7	-10	11	2	-17	-5
COc1ccc(-n2cnc3cc(NS(=O)(=O)c4ccc(C)cc4)ccc32)cc1	3	-1	10	32	-8	1	15	23	-10	-10	4
CCCn1c2ccc(C)cc2c2n[nH]c(=S)nc21	0	-7	-11	1	-3	13	1	16	-4	7	-7
CN1CCOCCOc2ccccc2OCCOCC1	1	5	2	14	11	-8	-1	8	11	5	-20
COc1ccc(NC(=O)CN(C)C(=O)c2cc3c(s2)CCCCC3)cc1	-1	-2	11	-17	-2	-30	7	-17	-4	-9	-3
NC(=O)c1ccccc1NC(=O)COC(=O)CSCc1cccc(Cl)c1	/	7	2	-2	-21	10	8	3	12	-26	-7

By substructure: the entries above with a CF3 group
SMILES	NR2E3 ag-1	MITF TRPM1 inh	TWEAK-Fn14 inh	HIF-2a inh	TRAIL sens C8	CF NFkB block	TROY NFkB inh	Peg3 prom inh	KKLEB tox	NR2E3 ag-2	Shn3 3UTR inh
CCNC(=O)CSc1nc2cc([N+](=O)[O-])ccc2n1-c1cccc(C(F)(F)F)c1	-2	-4	-28	23	10	-10	15	21	-6	4	-3
O=C(C1CCN(c2nnc(N3CCCC3=O)s2)CC1)N1CCN(c2cccc(C(F)(F)F)c2)CC1	1	0	19	15	4	2	0	8	14	11	8

Carrying on:
SMILES	NR2E3 ag-1	MITF TRPM1 inh	TWEAK-Fn14 inh	HIF-2a inh	TRAIL sens C8	CF NFkB block	TROY NFkB inh	Peg3 prom inh	KKLEB tox	NR2E3 ag-2	Shn3 3UTR inh
CCCCNC(=O)NS(=O)(=O)c1ccc(NC(=O)CCC(=O)c2cccs2)cc1	-1	1	4	8	-9	13	-22	11	-7	-8	4
COc1cccc(CN(C)CC(=O)NCc2ccccc2Cl)c1	0	11	-2	18	2	6	6	5	2	7	-60
Cc1cc(C)n2nc(SCC(=O)c3cccs3)nc2n1	0	1	38	-16	-2	-20	-1	-4	0	0	-11
CCN(Cc1ccc(NC(C)=O)cc1)CC1CCCN(CCc2cccc(F)c2)C1 (configuration not stated)	/	-9	2	15	9	8	-16	-6	10	-12	28
Cc1cc(C)cc(NC(=O)N2CCNC(=O)C2CC(=O)Nc2cc(Cl)ccc2Cl)c1 (configuration not stated)	5	10	6	20	8	-4	-6	27	15	-9	11
Cc1n[nH]c(C)c1S(=O)(=O)N(CC(=O)NC1CCCC1)c1ccc(C(C)C)cc1	0	-2	-13	9	-21	2	4	12	-2	3	8
CCc1nnc(NC(=O)CN2CCN(c3ccccc3OC)CC2)s1	3	-2	18	5	16	-19	-18	-6	17	-1	2
CSc1ccc(/C=C(\NC(=O)c2ccccc2)C(=O)NN)cc1	1	-8	-12	8	-3	-1	10	7	-6	-6	/
S=c1[nH]nc(COc2cccc3ccccc23)n1Cc1ccccc1	-3	-4	-1	5	24	-7	4	13	18	-36	83
Cc1ccc(F)c(S(=O)(=O)NC(=O)C2(C)CCN2C(=O)Cc2ccccc2)c1 (configuration not stated)	/	/	-12	13	-15	1	6	-2	4	-21	3
COC(=O)CN(c1cc([N+](=O)[O-])ccc1OC)S(C)(=O)=O	3	-11	-7	15	-12	6	-15	3	3	-10	6
C/C(=N\NC(=O)c1ccncc1)c1cccnc1	/	-3	-3	8	-11	9	9	7	-18	-25	-9
CC(C)(C)CC(=O)Nc1cc(S(=O)(=O)N2CCCCCC2)ccc1Cl	2	8	-13	11	17	4	-5	14	-6	-7	19
C#CC1(NC(=O)NC(=O)c2c(F)cccc2F)CCCCC1	-2	3	20	9	7	8	-5	5	-5	-43	10
COc1cc(NC(=S)N2CCC(C(N)=O)CC2)cc(OC)c1	-1	-4	-17	-5	6	-7	13	9	2	-4	-7
Cc1ccc2cc(C)c(SCC(=O)Nc3ccc(S(=O)(=O)N4CCCC4)cc3)nc2c1	0	3	3	24	1	12	7	24	1	7	20
O=C(NC1CCN(S(=O)(=O)c2ccccc2)CC1)C1CCCCC1	1	6	-16	-2	1	-2	-9	-2	-2	-7	-6
O=C(NCC(=O)N1CCN(S(=O)(=O)c2ccccc2)CC1)c1ccc(Br)o1	-4	2	13	14	1	24	-31	0	-12	3	-27
COc1ccc(C(=O)NCCc2c[nH]c3ccccc23)cc1[N+](=O)[O-]	1	5	0	-23	-2	-15	-3	9	-2	20	1
COc1ccc(-c2cc(COc3ccccc3)on2)cc1	-2	-77	-33	-332	-1	-23	-64	-318	8	-73	-29
CC(C)OC(=O)CC(=O)CSc1nc2c(cc1C#N)CCC2	4	-3	-11	-38	0	-2	-37	-30	-2	-30	-27
Cc1cc(=O)oc2cc(OCC(=O)NCc3ccncc3)ccc12	3	-6	1	-27	3	-6	-11	25	2	8	-11
O=[N+]([O-])c1cc([N+](=O)[O-])c(Oc2cncc(Cl)c2)cc1NC1CCCCCCC1	4	-5	14	29	28	20	9	16	-23	1	1
O=C(Cn1c(=O)oc2cc(S(=O)(=O)N3CCCCCC3)ccc21)NC1CCCCC1	-1	/	-34	3	-8	3	-10	3	-4	25	20
O=C(O)CCCC(=O)Nc1ccc(C(=O)N2CCCCC2)c(Cl)c1	2	-7	-18	11	20	-18	-3	5	10	-20	-5
Cc1ncsc1CCOC(=O)C1C2CC3CC(C2)CC1C3 (configuration not stated)	5	0	-18	10	-10	11	16	6	-16	-10	22
CN(C)C(=O)CCc1ccc2c3c([nH]c2c1)[C@]1(C)[C@@H](C(=O)N2CCOCC2)C[C@H](CC(=O)NCCC2=CCCCC2)C(=O)N1CC3	/	-16	6	-3	4	12	-14	5	5	5	6
Cc1cccc(C(=O)c2ccccc2C(=O)O)c1O	1	2	26	3	8	-19	-7	-11	19	-9	-18
COc1ccc(OC)c(CNC(=O)C2CCN(S(C)(=O)=O)CC2)c1	-4	-10	-3	18	-9	-5	3	6	-2	-5	4
Nc1ncnc2c1ncn2[C@@H]1O[C@H](CNCc2ccccc2OCc2ccc(Cl)cc2Cl)[C@@H](O)[C@H]1O	/	-4	-8	-8	4	16	-3	-29	-6	-8	-21
CC(C)CCN1CCN(Cc2nc3c(s2)CCCC3)CC1CCO (configuration not stated)	-1	-1	17	12	2	8	-12	-27	1	10	0
CCOC(=O)[C@H]1[C@H]2COc3ccccc3[C@@H]2N2C(=O)c3ccc(C)cc3NC(=O)[C@@]12C	-2	-5	-17	2	-3	18	13	0	2	25	-5
O=C(Nc1cccc(F)c1)N1CC=C(n2c(=O)[nH]c3ccccc32)CC1	2	8	-6	11	-8	-4	-3	13	0	-2	9
COc1cccc(C2CC(c3cccc(NS(C)(=O)=O)c3)=NN2C(=O)c2ccccc2)c1OC (configuration not stated)	6	3	25	23	-7	-8	7	5	-6	-3	-2
CCCCC1CCC(C(=O)NC2CCS(=O)(=O)C2)CC1 (configuration not stated)	1	8	8	21	-5	6	5	8	7	5	5
Cc1cc2c(=O)n(Cc3ccco3)c(SCC(=O)N3CCCc4ccccc43)nc2s1	1	0	13	4	13	6	-3	37	1	3	59
CCC(C(=O)NCc1cccc(C)c1)n1nc(C)c2c(C)n(-c3ccccc3)nc2c1=O (configuration not stated)	-4	-1	12	20	5	-8	26	29	-6	0	-10
Cc1ccc(-c2ccc(C(=O)NCc3ccccc3)o2)c2ccccc12	-2	1	34	-26	8	-11	-10	4	-9	-41	6
COc1ccc(-n2c3c(cc(C(=O)NNc4ccccc4)c2=O)C(=O)CC(C)(C)C3)cc1	2	4	-9	15	2	-8	4	9	12	24	-26
COc1ccc2nc(SCC(N)=O)cc(C)c2c1	-3	-6	6	-1	-2	-8	-16	-16	5	-4	21
CCCNS(=O)(=O)c1ccc(-n2cnnn2)c(OC)c1	-2	2	-5	12	9	-7	-10	-3	-7	0	1
Cc1csc(SC(C)C(=O)Nc2ccc3c(c2)OCCO3)n1 (configuration not stated)	3	-7	-15	-60	-1	2	-2	-40	1	5	-4
COC(=O)[C@H]1C[C@@H]1[C@H](N)c1ccccc1	1	-10	-1	-10	-9	-26	-15	-13	-8	-2	-2
